Compound activity from PubChem.
CYP2C9 activ: activators of human CYP2C9 | P11712 | recombinant CYP2C9, luciferin-H conversion, luminescence; stronger effect = higher value; factor 1 = untreated enzyme, 0 = blocked | activation factor at 5 µM | 96,000 compounds, 1.4% hits;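 active means activation factor of 2 or more for CYP2C9 at a 5 µM dose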;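 further: 0 = sulfaphenazole-blocked wells and 1 = vehicle-only wells; values of inactives mirror those of a sister screen read the other way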
IL1B cytotox: toxic to HUVEC cells under IL-1B stimulation. cell count reduction, % at 2 µM. HUVEC cell count loss, Hoechst imaging, IL-1B stimulated. 94,000 compounds, 0.41% hits;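 active means cell count reduction more than 3 SD above the screen-wide mean, cut at about 70% in these data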;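 further: normalized per plate to untreated control cells as the no-loss baseline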
CYP2C9 inh: blocks human cytochrome P450 2C9. P11712. CYP2C9 Supersomes, luciferin-H conversion, luminescence. inhibition, % at 5 µM. 96,000 compounds, 20% hits. AID 777;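 active means blocking of liver enzyme CYP2C9 beyond about 50% at 5 µM, limit read from the data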; further: values of inactives mirror those of a sister screen read the other way
Calb biofilm kill: kills Candida albicans biofilms; C. albicans biofilm + clotrimazole, Alamar Blue; inhibition, % at 6 µM; 85,000 compounds, 0.14% hits;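 active means inhibition above 20%; inactive means inhibition below 20%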;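 further: preformed 24 hr biofilms exposed to compound for 48 hr; 0% = biofilm without compound and 100% = blank killed by clotrimazole plus chlorhexidine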
VCAM1 TNFa inh: reduces TNF alpha induced VCAM1 expression in HUVEC; HUVEC TNFa-induced VCAM-1 immunofluorescence, high-content imaging; AID 802; 95,000 compounds, 0.48% hits; inhibition, % at 2 µM;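 active means inhibition above the batch mean plus 3 SD, with images confirmed as a hit by eye, cut at about 37% in these data; inconclusive means inhibition above that limit but hit not confirmed in images; inactive means inhibition not above that limit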;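 further: 0% = TNF-stimulated DMSO wells and 100% = unstimulated control wells; not every result past the cut was called active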
CYP2C19 act: activators of human cytochrome P450 2C19; activation factor at 5 µM; 96,000 tested, under 10 active; recombinant CYP2C19, luciferin-H EGE luminescence; stronger effect = higher value; 0 = fully inhibited enzyme, 1 = untreated enzyme;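 active means activation factor of at least 2 at 5 µM in the primary screen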;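 further: 0 = wells with 2.5 mM tranylcypromine and 1 = vehicle-only wells; values of inactives mirror those of a sister screen read the other way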
Target sequence (P33261 whole entry, looked up): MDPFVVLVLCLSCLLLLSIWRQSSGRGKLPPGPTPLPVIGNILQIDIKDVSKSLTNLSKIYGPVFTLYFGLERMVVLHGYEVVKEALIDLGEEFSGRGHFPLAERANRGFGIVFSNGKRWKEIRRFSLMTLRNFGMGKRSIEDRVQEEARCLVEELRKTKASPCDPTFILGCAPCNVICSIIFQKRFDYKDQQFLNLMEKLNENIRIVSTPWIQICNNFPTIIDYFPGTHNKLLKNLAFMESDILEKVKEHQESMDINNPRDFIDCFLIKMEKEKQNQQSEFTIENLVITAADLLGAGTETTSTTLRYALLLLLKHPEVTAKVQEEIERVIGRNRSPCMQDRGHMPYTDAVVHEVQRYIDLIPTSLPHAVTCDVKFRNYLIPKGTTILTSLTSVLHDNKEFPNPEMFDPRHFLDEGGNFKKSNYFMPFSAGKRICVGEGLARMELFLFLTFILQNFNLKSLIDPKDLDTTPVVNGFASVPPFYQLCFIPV
DAT uptake mod: modulates human dopamine transporter uptake under cocaine | Q01959 | LLC-PK1 hDAT cells, [14C]-dopamine uptake with cocaine IC80; actives deviate in either direction | B-score at 10 µM | 110,000 compounds, 1.3% hits | AID 449768;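 active means Z score or B-score, a plate-position-corrected score, falls beyond the plate's 99.7% confidence bounds, in either direction; inactive means both scores lie inside the 99.7% bounds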;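 further: scored against the spread of the other compound wells on the same plate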
Target sequence (Q01959 whole entry, looked up): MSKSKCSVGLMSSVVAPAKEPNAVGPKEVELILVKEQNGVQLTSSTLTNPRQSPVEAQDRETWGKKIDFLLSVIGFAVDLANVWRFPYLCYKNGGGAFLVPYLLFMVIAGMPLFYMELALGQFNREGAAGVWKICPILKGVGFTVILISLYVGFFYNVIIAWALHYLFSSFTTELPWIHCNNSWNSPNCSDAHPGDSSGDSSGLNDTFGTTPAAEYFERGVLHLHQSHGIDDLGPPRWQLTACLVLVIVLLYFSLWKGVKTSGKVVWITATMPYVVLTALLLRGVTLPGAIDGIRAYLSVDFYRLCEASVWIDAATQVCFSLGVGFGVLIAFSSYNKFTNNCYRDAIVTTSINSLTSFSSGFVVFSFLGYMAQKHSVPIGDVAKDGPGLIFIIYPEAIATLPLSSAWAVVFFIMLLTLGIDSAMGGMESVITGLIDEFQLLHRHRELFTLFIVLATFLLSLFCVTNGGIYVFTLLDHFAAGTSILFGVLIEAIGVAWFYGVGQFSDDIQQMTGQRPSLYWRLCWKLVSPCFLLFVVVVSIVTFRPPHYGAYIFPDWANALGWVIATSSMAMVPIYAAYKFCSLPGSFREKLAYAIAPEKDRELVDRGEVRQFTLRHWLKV
TNFa cytotox: toxic to HUVEC cells under TNF alpha stimulation; HUVEC TNFalpha-stimulated, Hoechst cell count, imaging; cell count reduction, % at 2 µM; 93,000 compounds, 0.17% hits; AID 848;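 active means cell count reduction exceeding the screen mean by over 5 SD, scaled to untreated wells per plate, cut at about 78% in these data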;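 further: cells counted after 24 h of TNF alpha exposure following the 1 h pretreatment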
CYP2C19 inhib: inhibitors of human CYP2C19; P33261; inhibition, % at 5 µM; CYP2C19 Supersomes, luciferin-H EGE luminescence, 30 min; 96,000 compounds, 21% hits;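 active means CYP2C19 inhibition above a set limit at 5 µM in the primary screen, cut at about 50% in these data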;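 further: plate controls were negative control wells for no effect and 2.5 mM tranylcypromine positive control for full effect; values of inactives mirror those of a sister screen read the other way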
Numbers without * were called inactive; u = inconclusive; x = not tested or not shown. Compounds as they come, and some 29% of all compounds hit somewhere here.

Values run as follows: CYP2C9 activ	IL1B cytotox	CYP2C9 inh	Calb biofilm kill	VCAM1 TNFa inh	CYP2C19 act	DAT uptake mod	TNFa cytotox	CYP2C19 inhib
- COC(=O)c1ccccc1S(=O)(=O)Nc1ccc(OC)nc1
    0.8	2	23	10	-12	0.2	0.15	-10	85*
- O=C1/C(=C/c2cccnc2)Oc2cc(OS(=O)(=O)c3ccc(F)cc3)ccc21
    0.2	14	84*	5	22	0.6	-0.09	2	45
- CCOC(=O)CC(=O)CSc1ccc2nnc(-c3cccc(F)c3)n2n1
    0.5	-13	50	0	1	1	0.13	2	-2
- COc1cc(NC(=O)Cn2c(C)cc3ccccc3c2=O)cc(OC)c1OC
    0.9	6	10	-1	-11	0.9	1.6	-2	7
- COc1cccc(N2C(=O)Nc3ccccc3C2(O)C(=O)NCc2ccc3c(c2)OCO3)c1 (stereo unspecified)
    0.9	x	9	-2	x	0.4	0.11	x	61*
- N#Cc1nc(Cc2ccccc2)oc1NCc1ccccc1
    x	9	x	-4	4	x	-0.31	6	x
- CCC(C(=O)NC1CCCC1)N(C(=O)Cn1nnc(-c2ccc(C)o2)n1)c1cnc2ccccc2c1 (stereo unspecified)
    0.7	-18	34	6	-9	0.9	-0.016	-37	10
- C=CCn1c(SCc2c(C(=O)OC)sc(N)c2C(=O)OC)nnc1-c1ccc(Br)cc1
    0.1	-20	87*	x	19	0.3	1.6	1	72*
- COC(=O)c1ccccc1NC(=S)NC(=O)c1cccc2ccccc12
    1.2	-29	-18	x	10	0.8	-0.019	-8	16
- Cc1cccc(/C(N)=N/OC(=O)CCc2ccccc2)c1
    0.5	-68	54*	x	2	0.8	-0.36	-6	21
- O=C(CSCc1nc2ccccc2[nH]1)Nc1ccccc1
    0.7	4	32	x	-17	0.6	0.55	-18	36
- S=C(Nc1ccccc1)c1ccccn1
    1	-21	2	7	12	1	0.048	0	2
- O=C(NCCSCc1ccccc1)c1cc(S(=O)(=O)N2CCOCC2)ccc1F
    0.3	x	70*	x	x	0.5	x	x	51*
- CCc1c(C(=O)Nc2cc(C)cc(C)c2)[nH]c(C)c1C(C)=O
    0.4	0	60*	0	-1	0.6	-0.13	12	44
- COc1ccc(NC(=O)c2cc([N+](=O)[O-])nn2Cc2ccccc2)c(C)c1
    0.8	-42	21	x	2	0.7	0.22	1	26
- Cn1c(=O)n(C)c2cc(S(=O)(=O)O)ccc21
    1.1	10	-7	x	-22	1.1	0.031	-21	-6
- COc1ccc(C(=O)Nc2cccc(-c3nnc(-c4ccco4)o3)c2)cc1
    0.4	-11	60*	6	12	0.6	1.7	-56	42
- COc1ccc(-c2[nH]nc3c2C(c2ccccc2OC(=O)N2CCOCC2)C(C#N)=C(N)O3)cc1 (stereo unspecified)
    1.6	-11	-58	x	13	0.8	0.64	-12	21
- CCOC(=O)C1CCN(C(=O)CN(c2ccc3c(c2)OCO3)S(C)(=O)=O)CC1
    1.1	x	-10	-4	0	1.1	0.46	12	-15
- CCOc1cc(C)c(Cl)cc1S(=O)(=O)NCc1ccc2c(c1)OCO2
    0.9	-34	14	1	-15	0	0.32	-25	99*
- Cc1ccc2nc(-c3ccccc3)cc(C(=O)N3CCc4ccccc4C3)c2c1
    0.7	-18	33	x	10	0.8	x	10	20
- COc1ccc(S(=O)(=O)CCC(=O)N2CC(=O)N(CCc3ccccc3)C(=O)C2)cc1
    1.1	x	-12	9	x	1.1	-0.26	x	-12
- COCC(=O)n1cc(C(=O)OC)c2ccccc21
    x	-30	x	6	-10	x	0.19	-32	x
- C=CCNC(=O)C12CC3CC(C1)CC(C(=O)NCC=C)(C3)C2
    x	-53	x	3	15	x	-0.21	-15	x
- Cc1noc(C)c1CSCC(=O)Nc1nc2ccc(Oc3ccccc3)cc2s1
    0.6	-19	44	6	4	0.6	3.2*	-18	41
- Cc1nn(Cc2c(Cl)cccc2Cl)c(C)c1NC(=O)c1sc2ccccc2c1Cl
    0.7	-13	28	x	-12	0.7	-0.85	-4	35
- CC(C)C(=O)Nc1c(-c2cccs2)c(=O)c2ccccc2n1C
    1.1	6	-14	1	6	1	0.076	-13	-1
- O=C(Nc1ccc(S(=O)(=O)N2CCCCCC2)cc1)C1CCCO1 (stereo unspecified)
    0.6	7	38	3	4	0.8	-0.33	-24	16
- O=C(Cn1c(=O)oc2ccccc21)Nc1ccc2c(c1)OCCO2
    0.8	-29	16	4	4	1.1	0.28	2	-7
- O=C1CC(N2CCN(Cc3ccccc3)CC2)C(=O)N1c1ccccc1 (stereo unspecified)
    1.1	6	-14	2	6	1	0.56	-13	-3
- Cc1ccn(C(=O)c2cc3ccccc3oc2=O)n1
    1.1	-10	-7	4	-6	1.1	x	-16	-8
- Cc1ccc(C)c2[nH]c(=O)c(CCNC(=O)C(C)(C)C)cc12
    0.9	-16	7	x	0	0.7	-0.6	-10	34
- CC1CC2=C(NC(=S)NC2c2ccc(F)cc2)/C(=C/c2ccc(F)cc2)C1 (stereo unspecified)
    0.7	0	33	x	10	0.7	0.48	-2	30
- Cn1c2c(c(=O)n(C)c1=O)C(c1ccc(Br)cc1)Nc1ccccc1O2 (stereo unspecified)
    0.3	-23	65*	2	3	0.4	0.76	-12	56*
- CC(C)CNS(=O)(=O)c1cc(C(=O)N2CCOCC2)c(Cl)cc1Cl
    0.8	-8	24	x	6	0.8	0.091	-8	15
- COc1ccc(S(=O)(=O)n2nc(OC(=O)C3CCCCC3)cc2N)cc1
    1.1	23	-12	3	-7	1.1	0.76	-2	-15
- CCOc1ccc(-n2c(C)nc3cc(C(=O)NCCN4CCOCC4)ccc32)cc1
    x	x	x	5	21	x	0.43	-16	x
- CC(C)NC(=O)C1CC(=O)N(C(C)c2ccccc2)C1 (stereo unspecified)
    1.1	8	-13	6	-3	1.1	0.98	-12	-6
- COc1ccc(N2CCN(C(=O)c3ccc4nc(N5CCCCC5)sc4c3)CC2)cc1
    0.8	x	21	16	x	1	1.5	x	-4
- CCCCN(C(=S)Nc1ccccc1)C1CCS(=O)(=O)C1 (stereo unspecified)
    1.1	-9	-10	x	-27	1	-0.44	-40	4
- CC(=O)N(C)c1nnc(-c2cnccn2)s1
    1.2	3	-20	6	8	1	x	-2	-4
- CCCCN(C)C(=O)CCCCn1c(=O)[nH]c2cc(OCC)c(OCC)cc2c1=O
    0.6	-15	40	3	-11	0.8	0.5	-9	18
- CCN(CC)N=Nc1[nH]nc2nc(C)cc(C)c12
    0.9	10	6	x	-6	1	1.1	0	-3
- CN1OC(COC(=O)c2ccccc2)CC1c1ccccc1 (stereo unspecified)
    1.3	-7	-26	x	0	0.5	-0.15	-18	50
- COC(=O)c1c(NC(=O)c2nc3ccccc3s2)sc2c1CCN(C(C)=O)C2
    0.6	6	39	7	7	0.9	-0.29	-58	14
- CCC(CC)C1C(C#N)=C(N)SC(N)=C1C#N
    x	-34	x	-1	42	x	-1.2	-4	x
- CC1(C)OC(=O)C(=NNc2ccc(O)cc2)C(=O)O1
    1.5	-1	-54	8	u	1.1	0.16	19	-6
- O=C(O)CSc1nccn1-c1cccc(Cl)c1
    0.4	-94	58*	1	-15	0.6	0.72	-2	44
- Cc1cc(C(F)(F)F)nc(SCC(=O)Nc2cc(C)on2)n1
    1	-2	0	x	14	0.5	-0.17	-14	52*
- O=C(COc1ccc2ccccc2c1CN1CCOCC1)N1CCc2ccccc21
    0.8	13	24	3	8	0.7	2.5	-11	26
- COc1ccc(/C=C/C(=O)NCc2cn(C)nc2C)cc1COc1ccc(Cl)cc1Br
    0.7	-4	29	x	-10	1	0.32	-5	4
- O=C(N1CCCCC1)N1CCN(C(c2ccccc2)c2ccccc2)CC1
    0.2	8	81*	2	5	0.4	0.58	-5	57*
- CCn1c(Cc2ccc(OC)cc2)nnc1SCC(=O)NC1CCCCC1
    0.9	x	11	3	x	0.9	0.56	x	7
- COc1ccc(C2N(C(=O)CN3CCOCC3)CCN2S(=O)(=O)c2ccccc2)cc1 (stereo unspecified)
    0.8	-4	15	5	30	0.9	1.4	-20	7
- CC(C)(C)CC(=O)NCc1ccc(F)cc1
    0.8	-103	18	-5	18	0.5	-0.23	14	53*
- COC(=O)c1ccc2c(=O)n(CC3CCCO3)c(=S)[nH]c2c1 (stereo unspecified)
    0.9	-16	6	8	-10	1.1	1.1	-16	-6
- COC(=O)C(CCSC)NC(=O)c1cccc([N+](=O)[O-])c1 (stereo unspecified)
    0.9	-68	10	x	-8	0.8	-0.57	-23	25
- Nc1nc2n(n1)C(c1ccc(Cl)cc1)CC(c1ccc(F)cc1)N2 (stereo unspecified)
    0.9	x	7	6	x	0.8	0.42	x	22
- O=C(O)c1cnc2ccccc2n1
    1.1	-10	-6	10	7	1.1	0.017	-19	-15
- [O-][n+]1c2c(c3c4non(O)c4ccc31)CCCC2
    0.6	88*	38	7	-2	0.8	1.8	-2	22

(continued)
Values run as follows: CYP2C9 activ	IL1B cytotox	CYP2C9 inh	Calb biofilm kill	VCAM1 TNFa inh	CYP2C19 act	DAT uptake mod	TNFa cytotox	CYP2C19 inhib
- CC(C)(C)n1ncc2c(=O)n(CC(=O)NCc3ccccc3Cl)cnc21
    1.4	-42	-38	x	-38	1.1	0.94	-86	-10
- COc1ccc([N+](=O)[O-])cc1NC(=S)NC(NC(=O)Cc1ccc(OC)c(OC)c1)C(Cl)(Cl)Cl (stereo unspecified)
    0.4	-48	58*	x	7	0.7	-0.48	-1	31
- C/C(=N\NC(=O)C1COc2ccccc2O1)c1ccc(C)o1 (stereo unspecified)
    1.4	9	-36	x	25	0.6	-0.92	-11	38
- O=C(Cc1cccs1)N(Cc1ccco1)C1(C(=O)NC2CCCCC2)CCCCC1
    0.9	8	13	x	7	0.9	-0.0062	2	13
- Cc1ccc(S(=O)(=O)N/N=C/c2cc(Br)c(C)o2)cc1
    0	-15	97*	x	10	0.7	-0.071	-4	32
- COc1cc(OC)cc(C(=O)N2CCC(n3c(C)nc4cc(F)ccc43)CC2)c1
    0.3	-40	67*	2	11	0.9	x	-53	15
- O=S1(=O)CC(O)C(Nc2ccccc2Cl)C1 (stereo unspecified)
    1.2	x	-17	x	x	0.8	-0.5	x	17
- Cc1onc(-c2c(Cl)cccc2Cl)c1C(=O)NCCCN1CCOCC1
    1	24	1	3	17	1.1	-0.16	x	-9
- CCC(C)(C(=O)NC1CCCC1)N(Cc1cccs1)C(=O)Cc1cccs1 (stereo unspecified)
    0.7	14	25	-1	4	0.7	-1.3	-13	35
- CCC1CCCCN1CCCNC(=O)C1CCC(=O)N1Cc1ccc(C)cc1 (stereo unspecified)
    0.9	22	12	0	-2	0.7	0.49	10	26
- Cc1ccc(CNC(=O)COc2ccc(S(=O)(=O)NC(C)C)cc2)cc1
    0.5	-18	53*	5	-3	0.6	0.34	-27	39
- CC(=O)Nc1ccc(C2(O)COc3ccccc3O2)cc1 (stereo unspecified)
    0.9	x	13	4	x	0.8	0.88	x	17
- Cc1ccc(NC(=O)CCN2CCN(C/C=C/c3ccccc3)CC2)cc1
    0.9	30	13	-1	18	0.8	-0.51	-2	16
- Clc1ccc(COn2c(-c3ccc(Cl)cc3)nc3ccccc32)cc1
    0.7	-82	26	x	8	0.5	-0.13	6	48
- O=C1c2ccc(Oc3ccc4c(c3)C(=O)N(CCCO)C4=O)cc2C(=O)N1CCCO
    1	-1	-3	5	-14	0.9	0.16	-6	12
